Growth percent in the NCI-60 one-dose screen (48 h, 10 µM unless noted): 100 = growth as untreated, 0 = no growth, -100 = all killed.
OVCAR-5 = OVCAR-5 ovarian cancer; 82,000 compounds, 2.9% hits; AID 1794783
OVCAR-8 = OVCAR-8 ovarian cancer. 81,000 compounds, 4.4% hits
PC-3 = PC-3 prostate cancer cells | AID 1794754 | 80,000 compounds, 3.9% hits
U251 = U251 CNS tumor cells. 80,000 compounds, 5.4% hits. AID 1794753
OVCAR-3 = OVCAR-3 ovarian cancer. 79,000 compounds, 7% hits. AID 1794787
SF-295 = SF-295 CNS cancer cells; 79,000 compounds, 5.6% hits
DU-145 = DU-145 prostate cancer; 81,000 compounds, 4.2% hits
SK-OV-3 = SK-OV-3 ovarian cancer cells. 80,000 compounds, 3.2% hits. AID 1794785
OVCAR-4 = OVCAR-4 ovarian cancer cells | 80,000 compounds, 3.7% hits | AID 1794784
* marks the source's active call; other numbers are inactive results; x = not tested or not shown; & = joins results of further samples; [ ] = another dose, or the depositor's remark. How the source made its calls: active means growth percent below 10; inactive means the rest.

#1 CCCCCN(CCCCC)CCCNc1c2c(nc3ccc(OC)cc13)CCCC2
#2 O=C(/C=C/c1ccc(Cl)cc1)Nc1ncc(Cc2ccc(Cl)cc2)s1
#3 Cc1ccc2nc(-c3ccccc3)c3c(=O)n(C)c(=O)n(C)c3c2c1
#4 CSc1nc2ccc(C)cc2cc1/C=N/O
#5 COc1cc(CNC(=O)/C=C/c2ccccc2)ccc1OCc1cn(-c2ccc(Br)cc2)nn1
#6 COc1ccc2c(c1OC)CN(C)CCc1cc3c(cc1C(=O)C2)OCO3
assay / compound	1	2	3	4	5	6
OVCAR-5	83&92	70	95	82	106	95
OVCAR-8	92&101	59	104	85	84	105
PC-3	74&75	71	129	79	74	98
U251	87&89	77	97	79	96	100
OVCAR-3	102&83	91	118	106	74	106
SF-295	87&83	34	108	101	92	102
DU-145	105&92	64	106	93	103	113
SK-OV-3	96&97	91	111	86	x	100
OVCAR-4	94&78	80	118	91	72	93

#7 Nc1ccc(CCc2ccccn2)cc1
#8 COc1cc(CN(C)C(=O)C(=O)c2c[nH]c3ccccc23)ccc1O
#9 CCN(CC)Cc1ccc(N)cc1
#10 CCOC(=O)Cn1c(O)c(N=Nc2ccc(S(N)(=O)=O)cc2)c2cc(Br)ccc21
#11 CCn1cc(C(=O)NN2C(=O)C=CC2=O)c(=O)c2ccc(C)nc21
#12 CC(=O)OC1CCC2C3CCC4OC(=O)CCC4(C)C3CCC12C (stereo not given)
assay / compound	7	8	9	10	11	12
OVCAR-5	106	115	95&100	86	104	99
OVCAR-8	100	102	104&103	56	97	102
PC-3	99	91	95&95	71	93	92
U251	101	104	104&104	86	99	93
OVCAR-3	109	93	118&109	85	105	115
SF-295	109	106	101&100	97	107	94
DU-145	110	x	107&110	79	109	114
SK-OV-3	102	93	100&101	82	98	104
OVCAR-4	102	x	108&107	31	106	102

#13 COc1cc(-c2cc(/C=C/C(=O)c3ccc(F)cc3Br)[nH]n2)cc(OC)c1OC
#14 CCCN(CCC)c1ccc(/C=C/c2ccc3cc(OCC)ccc3n2)cc1
#15 COc1cccc(Oc2ccccc2NC(=O)CNC(=O)c2cccc3ccccc23)c1
#16 Cn1cc(C2=C(c3coc4ccc(F)cc34)C(=O)N(O)C2=O)c2ccccc21
#17 COc1cc2oc(-c3cccc(NC(=O)c4ccc(Br)cc4)c3)cc(=O)c2c(OC)c1OC
#18 CCCCCN1C(=O)/C(=c2\sc3n(c2=O)C2C(NN=3)N(CC)C(=O)N2CC)c2cc(Cl)ccc21 (stereo not given)
assay / compound	13	14	15	16	17	18
OVCAR-5	88	110	42[5 µM]	97	98	98
OVCAR-8	96	95	x	88	23	89
PC-3	100	x	26[5 µM]	91	37	79
U251	95	75	23[5 µM]	93	35	94
OVCAR-3	109	132	-24*[5 µM]	98	33	101
SF-295	262	92	15[5 µM]	98	37	83
DU-145	107	92	5.1*[5 µM]	115	47	100
SK-OV-3	103	104	42[5 µM]	65	76	113
OVCAR-4	106	81	42[5 µM]	92	16	94

#19 Cc1c[nH]c(=O)n(C)c1=O
#20 O=C(C(Cl)Cl)N1CC2CCC(CC2)C1
#21 COc1ccc(C(N)CCc2cc(OC)c(OC)c(OC)c2)cc1 (stereo not given)
#22 COc1ccc2cc(C(C)NC(=O)Nc3ccc(S(N)(=O)=O)cc3)ccc2c1 (stereo not given)
#23 O=C(Cn1cc(CSc2nnc3oc4ccccc4n23)nn1)Nc1ccc([N+](=O)[O-])cc1
#24 O=S(O)c1ccccc1
assay / compound	19	20	21	22	23	24
OVCAR-5	94	112	80	107	70	105
OVCAR-8	108	94	x	70	77	106
PC-3	85	100	88	66	44	89
U251	114	95	101	66	73	94
OVCAR-3	97	120	95	109	75	109
SF-295	109	107	91	151	54	106
DU-145	104	109	99	102	85	108
SK-OV-3	101	97	116	99	38	82
OVCAR-4	94	110	99	93	58	115

#25 COc1c(O)c(O)cc2c3c(oc12)CC(c1ccco1)CC3=O (stereo not given)
#26 O=[N+]([O-])C=C(c1ccccc1)c1ccccc1
#27 OCc1cccc(F)c1
#28 Cc1cc(C)c(C#N)c(=O)[nH]1
#29 Nc1nc(N)c(N=Nc2ccc(SCC(=O)O)cc2)c(=O)[nH]1
#30 COc1cc(/C=C/C(=O)c2ccc(Nc3nc(Nc4ccc(F)cc4)nc(Nc4ccc(Cl)cc4)n3)cc2)cc(OC)c1OC
assay / compound	25	26	27	28	29	30
OVCAR-5	101	83	71	94&110&117	90	81
OVCAR-8	74	93	85	101&101&105	104	32
PC-3	92	77	91	93&107	105	21
U251	86	80	84	100&97&101	100	28
OVCAR-3	82	90	125	121&109	118	190
SF-295	99	89	72	105&111&108	125	369
DU-145	72	88	3.6*	108&114&112	128	68
SK-OV-3	76	78	92	111&100&103	106	105
OVCAR-4	77	80	113	104&111	101	32

By substructure, the entries above with an NH in an aromatic ring
#8 COc1cc(CN(C)C(=O)C(=O)c2c[nH]c3ccccc23)ccc1O
#13 COc1cc(-c2cc(/C=C/C(=O)c3ccc(F)cc3Br)[nH]n2)cc(OC)c1OC
#19 Cc1c[nH]c(=O)n(C)c1=O
#28 Cc1cc(C)c(C#N)c(=O)[nH]1
#29 Nc1nc(N)c(N=Nc2ccc(SCC(=O)O)cc2)c(=O)[nH]1
assay / compound	8	13	19	28	29
OVCAR-5	115	88	94	94&110&117	90
OVCAR-8	102	96	108	101&101&105	104
PC-3	91	100	85	93&107	105
U251	104	95	114	100&97&101	100
OVCAR-3	93	109	97	121&109	118
SF-295	106	262	109	105&111&108	125
DU-145	x	107	104	108&114&112	128
SK-OV-3	93	103	101	111&100&103	106
OVCAR-4	x	106	94	104&111	101

(further entries)
#31 Cc1cc(N2CCN(c3ccnc4cc(Cl)ccc34)CC2)nc(NC2CCCCC2)n1
#32 Cc1ccc(NC(=O)c2sc3nc4c(cc3c2N)C(=O)CCC4)cc1Cl
#33 O=C1Nc2c(C(=O)O)cccc2/C1=N/c1n[nH]c(=S)s1
#34 CCN(CC)CCNc1ccccc1
#35 CN(Cc1ccccc1)c1ccc(SC#N)cc1
#36 C=C1C(=O)O[C@H]2[C@H]1CC/C(C(=O)NCCCCCCCCNC(=O)/C1=C/CC[C@@]3(C)O[C@H]3[C@H]3OC(=O)C(=C)[C@@H]3CC1)=C\CC[C@@]1(C)O[C@@H]21
assay / compound	31	32	33	34	35	36
OVCAR-5	67	101	98	105	106	97
OVCAR-8	60	103	91	101	85	93
PC-3	22	104	84	73	27	75
U251	31	98	85	95	73	96
OVCAR-3	38	113	99	105	71	33
SF-295	19	80	95	101	95	110
DU-145	52	109	98	109	103	84
SK-OV-3	56	114	86	97	112	94
OVCAR-4	33	x	88	111	69	73

#37 COC(=O)C(=O)C(C#N)c1c(Cl)cccc1Cl (stereo not given)
#38 CC(C)(C)[Si](C)(C)OCC1CCC(n2cnc3c(NC(=O)c4ccccc4)ncnc32)O1 (stereo not given)
#39 Cc1ccccc1NC(=O)CN1CCc2nc3sc(C(=O)Nc4ccccc4C)c(N)c3cc2C1
#40 COC(=O)c1cn(CCc2c[nH]c3ccccc23)c(=O)c2ccccc12
#41 CCCCCCCCCCCCCCCCCCNC(=S)N/N=C/c1ccc([N+](=O)[O-])cc1
#42 COc1c(O)cc2oc3cc(O[C@@H]4OC(C)[C@@H](O)[C@H](O)C4O)c(CC=C(C)C)c(O)c3c(=O)c2c1CC=C(C)C (stereo not given in full)
assay / compound	37	38	39	40	41	42
OVCAR-5	x	x	96[8 µM]	86	96	119
OVCAR-8	108	101	104[8 µM]	80	98	99
PC-3	96	94	88[8 µM]	67	97	75
U251	104	93	101[8 µM]	73	95	87
OVCAR-3	97	108	99[8 µM]	80	x	95
SF-295	103	81	96[8 µM]	78	104	93
DU-145	107	109	100[8 µM]	85	108	103
SK-OV-3	114	92	99[8 µM]	71	104	113
OVCAR-4	101	100	93[8 µM]	75	104	102

#43 CC1(C)CNC(C(=O)O)C1 (stereo not given)
#44 CC1(C)CC1C(=O)O (stereo not given)
#45 CCN(CC)CCOc1nc2ccc(OC)cc2c2c1-c1ccc(OC)cc1C2=O
#46 N#CC1=C(N)Oc2ccc3ccccc3c2C1c1ccc([N+](=O)[O-])cc1 (stereo not given)
#47 CCCCCOC(=O)c1cccc(NC(=O)CN(CC)CC)c1
#48 CC(C)COC(=O)NC(C(=O)N(C(=O)NC1CCCCC1)C1CCCCC1)C(C)C (stereo not given)
assay / compound	43	44	45	46	47	48
OVCAR-5	97	111	49	108	107	97
OVCAR-8	99	106	-60*	86	103	94
PC-3	103	107	-0.2*	70	77	74
U251	96	100	-88*	94	103	85
OVCAR-3	105	107	-94*	79	113	107
SF-295	107	115	-2.7*	85	96	84
DU-145	108	104	-70*	104	104	104
SK-OV-3	104	108	31	83	95	77
OVCAR-4	104	110	-6.9*	69	119	103

#49 COC1CC(C)C(OC)c2cc(O)cc(c2O)NC(=O)/C(C)=C/C=C\C(C)C(OC(N)=O)/C(C)=C\C(C)C1OC (stereo not given)
#50 CC(C)(C)n1cc(-c2ccnc(NCCCNS(=O)(=O)c3cccc4ccccc34)n2)c(-c2ccc(F)c(O)c2)n1
#51 N#Cc1c(-c2cccs2)cc(-c2cnccn2)nc1SCC(=O)c1ccc(Cl)cc1
#52 O=c1[nH]c2ccccc2cc1COc1ccc(Nc2nccc(-c3ccc(Cl)cc3)n2)cc1
#53 N=C(N)c1ccc(-c2ccc(-c3cccs3)s2)cc1
#54 N#CC(c1ccccc1)c1ccc([N+](=O)[O-])cc1 (stereo not given)
assay / compound	49	50	51	52	53	54
OVCAR-5	27	98	88	106	67	102
OVCAR-8	x	80	102	102	-14*	98
PC-3	25	45	92	106	78	85
U251	44	70	109	87	-49*	x
OVCAR-3	20	94	118	138	37	113
SF-295	-16*	93	97	91	16	68
DU-145	-30*	78	89	89	1.0*	110
SK-OV-3	16	119	104	94	66	112
OVCAR-4	-40*	60	82	96	-20*	99

Complete entries, looked up by structure:
N#CC(c1ccccc1)c1ccc([N+](=O)[O-])cc1 (stereo not given) is entered as OVCAR-5: 102; OVCAR-8: 98; PC-3: 85; U251: x; OVCAR-3: 113; SF-295: 68; DU-145: 110; SK-OV-3: 112; OVCAR-4: 99
COC1CC(C)C(OC)c2cc(O)cc(c2O)NC(=O)/C(C)=C/C=C\C(C)C(OC(N)=O)/C(C)=C\C(C)C1OC (stereo not given) is entered as OVCAR-5: 27; OVCAR-8: x; PC-3: 25; U251: 44; OVCAR-3: 20; SF-295: -16*; DU-145: -30*; SK-OV-3: 16; OVCAR-4: -40*

(list continues)
#55 CCC(CC)c1ccccn1
#56 CC(C)(C)OC(=O)N1CCc2c(sc3ncnc(N/N=C/c4cccc5ccccc45)c23)C1
#57 CC(C)(C)C(OCc1cn([C@H]2C[C@@H](O)[C@@H](CO)O2)c(=O)[nH]c1=O)c1ccc(C#Cc2ccccc2)cc1[N+](=O)[O-] (stereo not given in full)
#58 CC1(CO)CSC(Nc2ccc(Cl)c(Cl)c2)=N1 (stereo not given)
#59 COc1ccc(/C=N\NC(=O)CN2CCN(c3cc4c(cc3F)c(=O)c(C(=O)N/N=C/c3ccc(OC)cc3)cn4C3CC3)CC2)cc1
#60 COC(=O)[C@@H]1CC[C@]2(C)[C@H](CC[C@@H]3O[C@@]32C)[C@@]1(C)CC(=O)c1ccoc1
assay / compound	55	56	57	58	59	60
OVCAR-5	105	32	103	108	122	109
OVCAR-8	84	28	89	99	92	102
PC-3	90	26	58	85	72	86
U251	97	34	73	82	95	92
OVCAR-3	123	46	90	96	85	105
SF-295	89	1.3*	88	91	91	104
DU-145	124	50	91	92	92	112
SK-OV-3	107	37	99	89	112	103
OVCAR-4	110	33	87	92	81	127

Five compounds already listed, sorted by SMILES length, ascending:
#55 CCC(CC)c1ccccn1
#53 N=C(N)c1ccc(-c2ccc(-c3cccs3)s2)cc1
#56 CC(C)(C)OC(=O)N1CCc2c(sc3ncnc(N/N=C/c4cccc5ccccc45)c23)C1
#60 COC(=O)[C@@H]1CC[C@]2(C)[C@H](CC[C@@H]3O[C@@]32C)[C@@]1(C)CC(=O)c1ccoc1
#57 CC(C)(C)C(OCc1cn([C@H]2C[C@@H](O)[C@@H](CO)O2)c(=O)[nH]c1=O)c1ccc(C#Cc2ccccc2)cc1[N+](=O)[O-] (stereo not given in full)
assay / compound	55	53	56	60	57
OVCAR-5	105	67	32	109	103
OVCAR-8	84	-14*	28	102	89
PC-3	90	78	26	86	58
U251	97	-49*	34	92	73
OVCAR-3	123	37	46	105	90
SF-295	89	16	1.3*	104	88
DU-145	124	1.0*	50	112	91
SK-OV-3	107	66	37	103	99
OVCAR-4	110	-20*	33	127	87

Going on with the list.
#61 O=C(Cn1ccc(=O)[nH]c1=O)Nc1ccc(O)c([N+](=O)[O-])c1
#62 CCOCCN(CCOCC)c1ncnc2nc[nH]c12
#63 CN1C(=O)C(=Cc2cn(Cc3cn(Cc4cccc5ccccc45)nn3)c3ccccc23)C(=O)N(C)C1=S
#64 O=C(CSc1nc2ccccc2c(=O)n1CCc1ccccc1)NCc1ccccc1
#65 N#Cc1c2c(nn(-c3ccccc3)c1=O)C(O)=C([N+](=O)[O-])C(c1ccoc1)C2 (stereo not given)
#66 CNc1cc(=O)[nH]c(=O)[nH]1
#67 c1ccc(Cc2ncnc3nc[nH]c23)cc1
#68 CCOC(=O)C1CSC(N)=N1 (stereo not given)
assay / compound	61	62	63	64	65	66	67	68
OVCAR-5	105	105	71	98	113	104	110	100
OVCAR-8	106	100	96	60	89	106	102	100
PC-3	94	98	86	71	95	97	102	96
U251	102	101	100	76	91	109	x	104
OVCAR-3	124	104	94	90	101	104	124	109
SF-295	106	95	81	73	103	103	116	99
DU-145	123	104	99	87	93	106	107	108
SK-OV-3	108	107	84	86	x	99	107	102
OVCAR-4	102	107	77	87	76	111	109	108

Screening data (PubChem BioAssay)
